VP16 counter: Gal4-VP16 reporter inhibition counter-screen; Drosophila S2 Gal4-VP16 UAS-luciferase, luminescence, 20 h; Potency, µM (top dose mostly 53.6 µM), inactives show at the highest dose activity, negative = inhibition, usual class: inhibitors; hit rate 3.5% among 310,000;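 note: Gal4-VP16 expression switched on by copper sulfate through the metallothionein promoter; % is set by controls: 0 for no effect and ±100 for the full control effect; nearly all actives have a fitted effect of over 50% in size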
FLuc modulator: firefly luciferase modulation, counter-screen for miR-21 project; hit rate 6.9% among 360,000; AID 588342; purified FLuc, Km substrates, luminescence inhibition; P08659; Potency, µM (series often up to 57.5 µM), for the others: at the top dose activity change, negative = inhibition, hits mostly inhibitors;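 note: plate controls were vehicle for no effect and reference inhibitor for full effect; nearly all actives have a fitted effect of over 55% in size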
Target sequence (P08659 whole entry, looked up): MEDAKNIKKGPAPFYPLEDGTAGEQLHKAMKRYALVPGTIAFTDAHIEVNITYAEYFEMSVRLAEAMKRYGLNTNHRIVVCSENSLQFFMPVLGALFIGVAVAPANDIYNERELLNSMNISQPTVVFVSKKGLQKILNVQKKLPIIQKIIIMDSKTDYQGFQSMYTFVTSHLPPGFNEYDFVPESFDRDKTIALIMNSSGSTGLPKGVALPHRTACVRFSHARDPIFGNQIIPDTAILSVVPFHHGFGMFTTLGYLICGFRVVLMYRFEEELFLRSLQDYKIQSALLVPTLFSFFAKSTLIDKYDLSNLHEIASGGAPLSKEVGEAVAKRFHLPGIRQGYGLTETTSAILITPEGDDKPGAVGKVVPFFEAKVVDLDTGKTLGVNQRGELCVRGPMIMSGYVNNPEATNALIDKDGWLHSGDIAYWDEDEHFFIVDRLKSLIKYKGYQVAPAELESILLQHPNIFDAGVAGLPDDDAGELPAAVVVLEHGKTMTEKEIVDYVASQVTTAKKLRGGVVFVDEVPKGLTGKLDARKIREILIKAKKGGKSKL
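Purified P. pyralis luciferase (10nM final) with 10uM D-luciferin and 10uM ATP (Km levels) in 50mM Tris acetate pH 7.5, 10mM Mg acetate, 0.01% Tween-20, 0.05% BSA; qHTS 6-point titration, ~60 µM downward; luminescence read.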
MBNL1-CUG inh: inhibitors of human MBNL1 binding to CUG repeat RNA; Q9NR56; AID 2675; Potency, µM (top dose mostly 57.5 µM), without a hit: top-dose activity change, negative = inhibition, most hits filed as inhibitors; TR-FRET MBNL1-His/biotin-(CUG)12 binding, 665/545 ratio; hit rate 0.036% among 280,000; active = well fitted inhibition curve with a large enough effect in the signal ratio, with a control signal flat, not every such curve was filed as active; inconclusive = small, poorly fitted or top-dose-only effect, or effect the other way, or a change in a side signal; inactive = no such curve, though single readings can be large or run the other way; the % refers to the signal ratio; note: % is set by controls: 0 for no effect and ±100 for the full control effect
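His-tagged MBNL1 binding to biotinylated (CUG)12 RNA was measured by TR-FRET using terbium anti-His antibody (0.055 ng/ul final) and streptavidin-XL665 (5 nM final). Compounds were titrated 92 nM to 58 uM; 60 min at room temperature.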
RORg inh: blocks mouse ROR gamma transcriptional activity; Drosophila S2 Gal4-RORgamma UAS-luciferase reporter, 20 h; P51450; Potency, µM (doses to about 53.6 µM), without a hit: at the top dose activity change, negative = inhibition, actives largely listed as inhibitors; AID 2551; hit rate 5.4% among 310,000; note: % is set by controls: 0 for no effect and ±100 for the full control effect; nearly all actives have a fitted effect of over 60% in size
Target sequence (P51450 whole entry, looked up, the tested form may be a part): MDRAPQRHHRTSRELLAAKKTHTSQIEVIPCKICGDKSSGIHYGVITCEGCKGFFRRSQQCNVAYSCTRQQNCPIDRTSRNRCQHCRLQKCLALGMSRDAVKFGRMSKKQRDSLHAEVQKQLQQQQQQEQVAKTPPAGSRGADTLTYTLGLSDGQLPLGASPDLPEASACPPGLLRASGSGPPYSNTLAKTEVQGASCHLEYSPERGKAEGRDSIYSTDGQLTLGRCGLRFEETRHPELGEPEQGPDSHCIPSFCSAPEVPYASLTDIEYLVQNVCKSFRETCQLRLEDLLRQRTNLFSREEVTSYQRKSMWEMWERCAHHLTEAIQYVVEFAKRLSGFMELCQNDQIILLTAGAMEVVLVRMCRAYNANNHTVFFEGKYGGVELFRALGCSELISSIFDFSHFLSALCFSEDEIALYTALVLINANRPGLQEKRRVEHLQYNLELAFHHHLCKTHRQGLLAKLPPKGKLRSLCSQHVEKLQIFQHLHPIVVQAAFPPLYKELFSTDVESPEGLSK
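In this cell-based reporter format, copper sulfate (700 uM final) drives Gal4–ROR gamma fusion expression from a metallothionein promoter in Drosophila Schneider cells; compounds preincubated 1 hr, reporter read after 20 hr at ambient temperature.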
ELG1 genotoxic: genotoxicity induction in ELG1-luciferase HEK293T cells; HEK293T ELG1-luciferase reporter, luminescence, 16 h; Potency, µM (doses to about 46 µM), for the others: top-dose activity change, positive = activation, actives largely listed as activators; hit rate 1.3% among 330,000; note: % of control where 0% means no effect; nearly all actives have a fitted effect of over 60% in size
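Quantitative HTS format in 1536-well plates. HEK293T ELG1-luciferase reporter cells receive test compound and are incubated 16 hr at 37 °C, 5% CO2; ONE-Glo added, 30 min room temperature, then luminescence read.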
NPC1 promoter act: NPC1 promoter activation. Huh7 NPC1 promoter luciferase reporter, 24 h. Potency, µM (doses to about 9.22 µM), for the others: top-dose activation, hits mostly activators. hit rate 2.4% among 320,000;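 note: % of control where 0% means no effect; nearly all actives have a fitted effect of over 60% in size; reporter is driven by a mutant NPC1 promoter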
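Quantitative HTS used a cell-based reporter: Huh7 cells stably bearing the NPC1 promoter upstream of luciferase were treated with compounds for 24 h, and promoter activation was read as luminescence.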
BRCA1 expr act: increases BRCA1 expression | MCF7-BRCA1-FFLuc reporter, luminescence, 48 h; response scale: scaled: vehicle 0%, 10 µM genistein 100% | Potency, µM (highest dose often 46.1 µM), for inactives: at the highest dose activation, actives largely listed as activators | hit rate 1.1% among 380,000 | AID 624202; note: nearly all actives have a fitted effect of over 80% in size; some results filed as inactive show a strong effect at the top dose
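Reporter cells (MCF7, BRCA1 promoter-firefly luciferase) received library compounds across a concentration series for 48 h. End-point luminescence was measured and concentration-effect curves derived after normalization.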
p53 reactivation: restores transcriptional activity of mutant p53; H1299 p53-A138V BP100-luciferase reporter, luminescence, 24 h; Potency, µM (top dose mostly 92.2 µM), for inactives: top-dose activity change, positive = activation, usual class: activators; hit rate 0.063% among 320,000; AID 504706; note: % of control where 0% means no effect; nearly all actives have a fitted effect of over 45% in size
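p53-null H1299 cells stably carrying temperature-sensitive p53-A138V and a BP100-luciferase reporter were pinned with compounds (4-point, 1:5 series) and held 24 hrs at 37 deg C. Luminescence was read 10 min after detection reagent.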
Rab9 promoter act: activates the Rab9 promoter | Huh7 Rab9 promoter-luciferase reporter, luminescence, 24 h | Potency, µM (doses to about 9.22 µM), without a hit: at the top dose activation, negative = inhibition, actives largely listed as activators | hit rate 2.8% among 320,000 | AID 485297; note: % of control where 0% means no effect; nearly all actives have a fitted effect of over 60% in size
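Stable Rab9-luc Huh7, 1500 cells/well, 2 h settle; cmpd in DMSO, 24 h, 37 °C/5% CO2; luciferase reagent 10 min RT; luminescence.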
uPA surface inh: cell surface uPA generation inhibition; Potency, µM (top dose mostly 38.3 µM), without a hit: at the highest dose activity change, negative = inhibition, hits mostly inhibitors; hit rate 0.31% among 330,000; cell surface uPA generation assay, qHTS; active = well fitted inhibition curve with a large enough effect; inconclusive = small, poorly fitted or top-dose-only effect; inactive = no such curve, though single readings can be large or run the other way; tested in mouse RAW 264.7 cells; note: % is set by controls: 0 for no effect and ±100 for the full control effect; nearly all actives have a fitted effect of over 55% in size
MLL CXXC-DNA inh: blocks binding of human MLL CXXC domain to DNA. hit rate 0.037% among 290,000. MLL-CXXC / FITC-HOXA9 DNA fluorescence polarization. Potency, µM (series often up to 115 µM), inactives show at the highest dose activity change, negative = inhibition, hits mostly inhibitors. AID 2662; active = well fitted inhibition curve with a large enough effect in the polarisation, with a control signal flat, not every such curve was filed as active; inconclusive = small, poorly fitted or top-dose-only effect, or effect the other way, or a change in a side signal; inactive = no such curve, though single readings can be large or run the other way; the % refers to the polarisation
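Purified MLL-CXXC (added from a 7 uM solution) was preincubated 5 min at ambient with pinned compounds in 50 mM Tris-HCl pH 7.5, 50 mM NaCl, 1 mM DTT, 0.05% BSA. Fluorescein-labeled HOX-A9 DNA (50 nM solution) followed, 30 min, then polarization read.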
Numbers without * were called inactive; ? = inconclusive; / = no result given; [ ] = dose if it differs, or a comment. Unless noted, calls come from the whole dose curve; as a rule, active = well fitted curve in the direction sought with a large enough effect; inconclusive = small, poorly fitted or top-dose-only effect, or another doubt; inactive = no such curve, though single readings can be large; an effect the other way counts as inactive or inconclusive. Potency is the fitted concentration of half-maximal effect.

The line under a structure holds: VP16 counter	FLuc modulator	MBNL1-CUG inh	RORg inh	ELG1 genotoxic	NPC1 promoter act	BRCA1 expr act	p53 reactivation	Rab9 promoter act	uPA surface inh	MLL CXXC-DNA inh
CC(=O)c1ccccc1C(=O)N1CCC(n2nccc2NC(=O)C2CC2)CC1
  17%	-2%	0%	-14%	0%	0%	-15%	-5%	-3%	13%	2%
Cc1ccc(CCN2CC(C(=O)NCCCN(C)Cc3ccccc3)CC2=O)cc1 (stereo not given)
  -14%	-1%	-6%	27%	2%	1%	-3%	-5%	0%	3%	2%
O=C(c1cccs1)N1CCN(C(=O)C2CCCO2)CC1 (stereo not given)
  17%	-1%	?	9%	1%	1%	3%	-7%	-1%	/	-5%
Clc1ccc(-c2csc(N3CCSCC3)n2)cc1
  3%	12µM*	/	-15%	?	1%	8%	?	23%	14%	-6%
COC(=O)c1ccc(/C=C/C(=O)c2ccc(OC)cc2)cc1
  -7%	11µM*	6%	14%	2%	?	21%	10%	9%	/	-3%
N#Cc1c(-c2ccc(Cl)cc2)ccn2nc(CCC(=O)O)nc12
  -2%	1%	?	-24%	/	/	5%	/	/	1%	12%
O=C(Nc1ccc2ccccc2c1)N1CCCN(CCOc2ccccc2)CC1
  -3%	-1%	-2%	3%	-11%	-5%	-32%	-2%	-1%	?	0%
Cn1c(=O)n(C)c2cc(S(=O)(=O)N3CCOCC3)ccc21
  6%	1%	6%	-1%	7%	0%	-13%	-2%	-6%	/	-5%
O=C(CSc1nccc(=O)[nH]1)Nc1ccc(N2CCOCC2)c(Cl)c1
  3%	?	-2%	-7%	-3%	1%	-1%	2%	-4%	0%	-1%
COc1ccc(CNC(=O)[C@@H](NC(=O)C2CCN(C(=O)[C@@H]3CCCN3C(=O)OC(C)(C)C)CC2)C(C)C)cc1
  -7%	1%	-8%	-14%	2%	-4%	-9%	/	1%	-9%	18%
Cc1ccccc1S(=O)(=O)N1[C@@H](c2cccc(Cl)c2)C(C(=O)O)=CC[C@H]1c1ccc(Cl)cc1
  /	0%	/	/	-1%	3%	-4%	2%	-8%	5%	/
CC(C)N(C(=O)CSc1nc2ccccc2c(=O)[nH]1)C(C)C
  -3%	-10%	-5%	-9%	10%	-4%	-12%	1%	-6%	-1%	12%
CCOc1ccccc1CN1CCN(Cc2cc(=O)c3ccccc3[nH]2)CC1CCO (stereo not given)
  4%	-1%	-1%	1%	2%	-9%	-40%	-1%	-3%	?	9%
COc1ccc(C(=O)O/N=C(\N)c2ccc(Br)cc2)cc1
  ?	3µM*	-19%	-42%	16%	?	96%	?	?	-4%	2%
COc1cc(OC)c(-c2nn3c(-c4ccncc4)nnc3s2)cc1OC
  -16%	15%	-7%	-42%	?	-2%	/	1%	3%	/	2%
CCOC(=O)c1oc2c(c1C)C(=O)CCC2
  -4%	-1%	-1%	24%	6%	2%	0%	18%	-1%	4%	4%
CCc1ccccc1N(CC(=O)NCc1ccco1)C(=O)CCC(=O)Nc1nccs1
  1%	1%	-6%	40%	-1%	-8%	-22%	-9%	-1%	-5%	8%
CSc1ccc(CNCc2ccco2)cc1
  13%	2%	-1%	1%	2%	-1%	?	/	-1%	-3%	-1%
CCCCn1c(N)c(N(CCOC)C(=O)c2cc(Cl)nc3ccccc23)c(=O)[nH]c1=O
  /	-1%	/	/	0%	-2%	-11%	1%	2%	2%	/
O=[N+]([O-])c1cccc(NC(=S)N2CCN(c3ccccn3)CC2)c1
  15%	1%	8%	0%	-10%	-1%	2%	?	-9%	-1%	2%
Cc1ccc(C(C)C)c(OCC(=O)N/N=C/c2ccc(S(=O)(=O)O)o2)c1
  -3%	-2%	20%	9%	7%	2%	0%	0%	-3%	15%	17%
O=C(Cn1c(-c2cscn2)nc2ccccc21)Nc1ccc(Cl)cc1
  -5%	1%	135%[activator]	-32%	-1%	-5%	3%	-2%	0%	-11%	1%
CSCCC(NC(=O)COc1ccccc1)C(=O)NCCOc1ccc(C)cc1 (stereo not given)
  2%	2%	1%	22%	-3%	2%	-24%	-2%	-5%	0%	17%
Cc1ccc(N2CCN(/N=C/c3ccccc3[N+](=O)[O-])CC2)cc1
  -3%	-11%	15%	-6%	0%	0%	23%	-1%	16%	10%	1%
COc1ccc(S(=O)(=O)N(C)CC(=O)NCc2ccco2)cc1
  -1%	1%	-16%	14%	-2%	-1%	8%	-2%	0%	-5%	-13%
CC(=O)c1cccc(N(C(=O)CNC(=O)c2cccs2)C(C(=O)NCC2CCCO2)c2ccccc2)c1 (stereo not given)
  6%	1%	-5%	14%	-1%	-1%	-1%	-7%	-2%	2%	9%
Cc1cc(S(=O)(=O)NCc2ccccc2)ccc1OCC(=O)NCc1ccccn1
  -19%	-1%	6%	14%	-2%	2%	3%	2%	-2%	4%	5%
CCCCC(=O)Nc1ccc(NC(=O)c2ccc(C)c([N+](=O)[O-])c2)cc1OC
  -3%	2%	-6%	?	-4%	1%	-5%	-4%	3%	1%	8%
CCc1cccc2c(C=C(C#N)C#N)cn(CC(=O)N3CCCCC3)c12
  -1%	0%	4%	-13%	5%	1%	11%	-4%	-1%	3%	13%
CCN1CCN(c2nc(Nc3ccccc3)nc(N)c2[N+](=O)[O-])CC1
  -9%	-1%	13%	20%	8%	-1%	-2%	-1%	-8%	8%	-9%
Cc1cc(C)c(N(C(=O)Cn2nnc3ccccc32)C(C(=O)NC(C)(C)C)c2ccsc2)c(C)c1 (stereo not given)
  -9%[0.365 µM]	5%	-5%	10%	?	1%	-51%	-3%	-12%	-4%	10%
Cn1c(=O)n(C)c2cc(S(=O)(=O)N3CCCc4ccccc43)ccc21
  4%	1%	3%	-33%	21%	-4%	-88%	-10%	-5%	?	1%
CCn1c(C)nc2cc(C(=O)n3cc(C(=O)c4ccccc4O)cn3)ccc21
  2%	?	-5%	-6%	1%	-1%	/	5%	15%	/	-3%
Cc1cccc(NC(=O)c2ccc3c(=O)n(CC4CCCO4)c(=S)[nH]c3c2)c1 (stereo not given)
  ?	?	5%	?	-24%	-2%	-25%	-1%	22%	-2%	32%
CC(C)Oc1ccc(C(=O)Nc2ccc(N3CCCC3)cc2)cc1
  -4%	?	-3%	?	0%	-2%	1%	-6%	-4%	1%	?
CCCSC1=C(C#N)C(c2cccs2)C(C(=O)Nc2ccccc2)=C(C)N1 (stereo not given)
  -14%	-3%	7%	8%	-7%	1%	-43%	17%	0%	12%	-15%
CS(=O)(=O)N(CC(=O)N1CCN(Cc2ccccc2)CC1)c1ccccc1Br
  -13%	3%	-8%	13%	-2%	-4%	1%	30%	5%	-5%	3%
O=C(c1cccc(S(=O)(=O)N2CCCCC2)c1)N1CCN(Cc2ccccc2)CC1
  /	0%	/	/	0%	-1%	-11%	4%	1%	?	/
COc1ccc(C(=O)Nc2cccc(/C=C/c3nc4ccccc4c(=O)[nH]3)c2)cc1
  -29%	?	-2%	-62%	-4%	27%	-50%	-4%	3.2µM*	-9%	2%
Cc1ccc(NC(=O)COC(=O)c2ccc(CN3CCCC3=O)cc2)cc1C
  /	3%	/	/	3%	0%	0%	0%	-4%	5%	/
Cc1onc(-c2ccccc2)c1C(=O)OCC(=O)Nc1cc(S(=O)(=O)N2CCOCC2)ccc1Cl
  5%	-3%	-3%	4%	-8%	-7%	-9%	-3%	1%	7%	0%
O=C(O)c1ccc(N/N=C/c2cc3ccccc3nc2Cl)cc1
  ?	0.76µM*	?	?	?	1.4µM*	29%	3%	2µM*	?	42%[activator]
CCN(CC(=O)Nc1ccc2c(c1)OCCO2)S(=O)(=O)c1ccccc1
  /	?	3%	/	8%	2%	37%	/	4%	2%	-6%
O=C(CNS(=O)(=O)c1ccc(F)cc1)Nc1ccccc1
  -4%	0%	2%	-17%	7%	-1%	13%	-5%	7%	10%	10%
Cc1ccc(NC(=O)CSc2cccc3cccnc23)c(C)c1
  ?	-1%	17%	10µM*	13%	-3%	-10%	-78%[inhibitor]	0%	7%	-1%
COC(=O)N[C@H](CC(C)=O)c1ccccc1
  -16%	4%	?	12%	2%	-4%	/	0%	19%	/	-4%
O=C(COC(=O)c1c[nH]c2ccccc12)Nc1ccc(F)cc1
  /	/	/	/	2%	7%	-20%	-8%	-5%	-16%	/

From PubChem

These rows are one share of the data; rates above refer to the full screens.
